CASP6 VEID inh: blocks human caspase-6 cleavage activity. P55212. purified caspase-6, Z-VEID-R110 cleavage fluorescence. inhibition, % at 12.5 µM. 350,000 compounds, 0.53% hits. AID 686996;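 active means mean inhibition across replicates at least about 35%, with every replicate also reaching that limit, limit read from the data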;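 further: 0% = median of neutral control wells and 100% = no fluorescence left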
Target sequence (P55212 24-179 limits assumed): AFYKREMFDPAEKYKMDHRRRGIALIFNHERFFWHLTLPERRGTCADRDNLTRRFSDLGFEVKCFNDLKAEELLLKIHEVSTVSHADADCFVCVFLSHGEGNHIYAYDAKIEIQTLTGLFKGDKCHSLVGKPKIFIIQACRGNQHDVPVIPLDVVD
Target sequence (P55212 194-293 limits assumed): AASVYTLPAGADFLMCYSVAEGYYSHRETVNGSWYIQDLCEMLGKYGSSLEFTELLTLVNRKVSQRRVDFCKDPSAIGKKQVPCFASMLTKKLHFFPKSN
RAD54 inh: RAD54 (human) branch migration inhibition. Q92698. RAD54 Holliday junction branch migration, FAM/BHQ fluorescence. inhibition, % at 10.4 µM. 360,000 compounds, 0.14% hits. AID 602329;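 active means mean normalized replicate activity at least 40 and at least half of replicates scoring 40 or more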;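 further: 0% = median of neutral control wells and 100% = median of positive control wells; inhibitors cause a drop in the FAM fluorescence signal; in these data hits start at about 50%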
ARNT TACC3 PPI: disrupts binding between human ARNT and TACC3 | inhibition, % at 9.99 µM | 390,000 compounds, 0.66% hits | AID 623870 | Q9Y6A5 | AlphaScreen His-ARNT PAS-B/GST-TACC3 binding, luminescence; TACC3 fragment carries E629A point mutation;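 active means mean inhibition of replicates at least 50% and at least half of replicates each reaching 50%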;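 further: 0% = complete ARNT plus TACC3 wells and 100% = ARNT alone without TACC3; many hits fall short of the cut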
RAD52 inh: blocks human RAD52 DNA annealing; recombinant RAD52 DNA annealing, FRET fluorescence; AID 651710; 360,000 compounds, 0.46% hits; P43351; inhibition, % at 18.7 µM;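 active means every replicate showing at least 50% inhibition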
Target sequence (P43351 whole entry, looked up): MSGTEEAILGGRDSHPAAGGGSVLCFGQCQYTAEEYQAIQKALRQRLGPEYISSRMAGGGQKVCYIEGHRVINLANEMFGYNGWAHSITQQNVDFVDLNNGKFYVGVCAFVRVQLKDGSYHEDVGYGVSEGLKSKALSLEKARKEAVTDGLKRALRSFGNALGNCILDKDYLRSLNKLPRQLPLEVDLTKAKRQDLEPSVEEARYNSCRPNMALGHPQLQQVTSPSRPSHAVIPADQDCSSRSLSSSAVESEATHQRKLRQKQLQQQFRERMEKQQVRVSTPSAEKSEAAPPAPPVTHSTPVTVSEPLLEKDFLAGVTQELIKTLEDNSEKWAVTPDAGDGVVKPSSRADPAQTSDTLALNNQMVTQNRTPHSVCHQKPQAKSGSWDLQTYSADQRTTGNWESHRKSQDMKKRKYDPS
PglD DTNB: PglD (C. jejuni) enzyme inhibition. purified PglD enzyme, DTNB colorimetric CoA detection. inhibition, % at 12.5 µM. 360,000 compounds, 0.098% hits; in the data active means inhibition above about 16%, passing the limit was not always enough; further: strong numbers were not always called active
esBAF inh: blocks esBAF chromatin remodeling in mouse ES cells | Bmi1-luciferase knock-in reporter, 24 h; 100% = twice the neutral-well signal | reporter increase, % at 12.5 µM | 350,000 compounds, 2% hits | AID 602393; in the data active means activation above about 40%;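 further: 0% = median of the plate's neutral control wells and 100% = double that signal; a rise in the Bmi1 reporter signal indicates esBAF inhibition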
E-sel inducer: E-selectin induction on HUVECs; P16581; HUVEC E-selectin immunofluorescence imaging; normalized: neutral wells 0, TNF-alpha wells 100; activation, % at 7.58 µM; 260,000 compounds, 0.37% hits; AID 686992;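 active means mean E-selectin-positive cell signal at least 10% of the positive control, reached in at least 60% of replicates, without over 20% cell loss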;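 further: in these data hits start at about 27%; measured in HUVEC primary endothelial cells; signal is the percent of cells scored E-selectin positive by PE staining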
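Read-out: % PE-positive cells | Test system: HUVEC | Doses: One compound dose added by pin transfer | Buffer or medium: EGM-2 over gelatin coat | Signal: Immunofluorescence imaging | Benchmarks: TNF-alpha, DMSO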
ERp5 inh: blocks human ERp5 reductase activity on insulin | ERp5 insulin aggregation, absorbance 650 nm, 90 min | Q15084 | 350,000 compounds, 0.05% hits | inhibition, % at 9.99 µM;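 active means mean replicate inhibition above about 25%, with every replicate also reaching it, limit read from the data, passing the limit was not always enough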
* hit, by the source's call; · = not tested or not shown.

Molecule,CASP6 VEID inh,RAD54 inh,ARNT TACC3 PPI,RAD52 inh,PglD DTNB,esBAF inh,E-sel inducer,ERp5 inh
COC(=O)C1=C(C)NC2=C(C(=O)c3ccccc32)C1c1ccc(-c2ccc(C(=O)O)cc2)o1 (centres undefined),·,-0.5,65.4*,·,-7.5,6.4,·,·
CN(C)C(=O)N1CCN(C(=O)[C@@H](Cc2ccccc2)NC(=O)[C@H]2O[C@@H](n3ccc(N)nc3=O)[C@H](O)[C@@H]2O)CC1,-1.7,·,·,-3.5,·,·,0.0,6.0
CCCN(CCC)CCNC(=O)C1CCCN(S(=O)(=O)c2ccc3c(c2)oc(=O)n3C)C1 (centres undefined),·,-5.2,-5.9,·,-4.7,9.3,·,·
CCN(CC)S(=O)(=O)c1ccc2[nH]c(=O)cc(C(=O)Nc3cccc(C(C)=O)c3)c2c1,1.4,·,1.0,-6.6,·,·,·,1.1
Cc1cccc(/C=C2/SC(=O)N(Cc3ccccc3)C2=O)n1,0.0,-17.9,6.2,-13.2,·,1.1,·,-4.5
O=C(CCCn1cc([N+](=O)[O-])cn1)N1CCCCC1,-2.0,-2.1,-1.1,-5.5,3.0,3.3,1.3,0.7
CC(=O)OC[C@@H]1CN(Cc2ccccc2)C[C@H](n2cnc3c(NC4CC4)ncnc32)O1,0.8,0.2,·,-120.2,-5.1,10.9,-0.1,0.5
Cc1ccc(S(=O)(=O)N(C)C[C@@H]2Oc3ccc(NC(=O)C4CCCCC4)cc3C(=O)N([C@@H](C)CO)C[C@@H]2C)cc1,-1.0,-6.9,22.4,-1.5,6.5,-1.1,0.8,-10.3
O=C(CN1C(=O)c2ccccc2C1=O)Nc1ccccc1F,·,-10.4,-4.6,·,3.8,-2.1,·,·
CCN(CC(=O)Nc1c(F)cccc1F)C(=O)c1cc(-c2cccs2)nn1-c1ccccc1,-1.9,-11.1,-2.3,-41.4,-2.8,-4.1,·,3.4
O=C1c2ccccc2C(=O)N1c1ccc(S(=O)(=O)N2CCN(c3ccccc3)CC2)cc1,·,-2.0,-2.9,·,-2.8,-13.9,·,·
Cc1cccc2cc(C(c3nnnn3CC3CCCO3)N3CCCc4ccccc43)c(=O)[nH]c12 (centres undefined),·,-6.0,-3.0,·,-0.4,2.1,·,·
CN(Cc1ccccc1)C(=O)COC(=O)CCN1C(=O)C2CC=CCC2C1=O (centres undefined),-1.3,8.2,6.8,-12.2,3.3,-1.2,0.3,·
CCC(=O)Nc1ccc2c(c1)C(=O)N(C)C[C@@H](OC)[C@@H](C)CN(CC1CCCCC1)[C@@H](C)CO2,·,-22.5,-2.6,12.1,4.0,5.8,-0.3,2.1
Cc1cc(C(=O)Nc2cccc3c2O[C@H](CN(C)CC2CC2)[C@H](C)CN([C@@H](C)CO)C3=O)n(C)n1,-0.5,-20.2,7.1,-4.6,-10.2,-1.5,-0.5,3.5
CC(C)N(C)S(=O)(=O)c1ccc(NC(=O)CSC(=S)N2CCCC2)cc1,0.7,·,4.7,-10.3,·,-5.0,-0.2,-3.3
CCOc1ccc(/C=N/OCC(=O)Nc2cc(C)on2)cc1,-1.6,3.6,·,-8.5,-10.6,-3.3,-3.4,1.0
O=C(CSc1ncn[nH]1)N1N=C2/C(=C\c3ccco3)CCCC2C1c1ccco1 (centres undefined),0.2,6.8,·,-34.2,5.9,6.3,-0.1,1.5
COc1cc(OC)cc(C(=O)OCC(=O)Nc2cccc(S(=O)(=O)NC3=NCCCCC3)c2)c1,3.8,-1.9,-0.6,-4.4,2.6,11.0,0.2,1.6
CCCn1c(CNC(=O)c2cccs2)nc2ccccc21,-0.7,-5.0,-13.0,-3.3,1.8,-10.3,0.0,1.2
COc1ccccc1NS(=O)(=O)c1ccc2c(c1)NC(=O)CC(=O)N2,2.7,·,1.2,-5.8,·,-8.5,12.4,-4.3
Cc1cc(C(=O)Nc2cccc3c2O[C@@H](CN(C)S(=O)(=O)c2ccc(Cl)cc2)[C@@H](C)CN([C@H](C)CO)C3=O)n(C)n1,2.9,4.6,-7.5,-0.8,1.3,-8.9,·,6.4
O=C(CN1C(=O)c2ccccc2S1(=O)=O)N1CCCCC1,0.6,0.1,-2.4,3.9,0.9,-2.1,-0.1,-2.0
COc1ccc(N(C(C)C(=O)N(C)Cc2ccccc2)S(C)(=O)=O)cc1 (centres undefined),0.0,0.4,-20.6,-23.6,3.0,5.1,·,2.3
COC(=O)C[C@H]1CC[C@H]2[C@@H](COc3ccc(NC(=O)c4cc(C)on4)cc3C(=O)N2C)O1,-0.8,-8.7,2.5,-10.2,3.0,1.1,0.0,-5.5
O=C(NC1(C(F)(F)F)N=C2SCCN2C1=O)c1ccccc1F (centres undefined),-2.4,-15.0,·,5.5,0.5,·,0.8,1.0
COc1ccc(OCC(=O)Nc2ccccc2N2CCN(C)CC2)cc1,-4.2,6.4,6.4,-11.8,2.6,1.7,0.1,1.2
COc1ccc(CCN(Cc2cccs2)S(=O)(=O)c2ccc(S(=O)(=O)N3CCCCCC3)cc2)cc1OC,0.3,·,3.9,-7.7,·,·,-2.0,0.7
Cc1occc1-c1nnc(SCC(=O)Nc2ccc(F)cc2)n1C,4.5,3.4,-0.5,-18.3,5.6,-5.1,11.2,4.1
COc1ccc(S(=O)(=O)Nc2ccc3c(c2)C(=O)N([C@@H](C)CO)C[C@H](C)[C@@H](CN(C)S(=O)(=O)c2cccs2)OCCCC[C@H](C)O3)cc1,-0.2,-15.6,4.3,-34.2,-0.8,0.9,·,1.7
COCC(=O)Nc1ccc2c(c1)C(=O)N(C)[C@@H]1CC[C@@H](CC(=O)NC3Cc4ccccc4C3)O[C@@H]1CO2,-0.8,-20.6,-2.6,-6.5,4.3,-0.8,3.3,10.5
COc1cc(Br)ccc1NC(=O)c1ccccc1-c1ccccc1C(=O)O,2.2,0.1,-6.0,-8.3,1.5,-0.8,·,·
O=C(Nc1ccc(-c2cccc(F)c2)cc1)C1CCCN(Cc2ccccn2)C1 (centres undefined),-7.3,0.5,11.6,-14.2,-2.4,-1.0,·,2.0
CN(C[C@H]1[C@@H](c2ccccc2)[C@@H](CO)N1Cc1ccccn1)S(C)(=O)=O,9.9,2.3,-3.9,-0.7,-1.6,1.2,-0.3,-6.1
COc1ccc(CNC(=O)/C=C/c2cc3c(cc2Br)OCO3)cc1,·,-7.9,-0.5,·,-8.8,-3.6,·,·
C[C@@H]1CCCCO[C@@H](CN(C)S(=O)(=O)c2cccs2)[C@@H](C)CN([C@H](C)CO)C(=O)c2cc(NS(=O)(=O)c3cccs3)ccc2O1,0.8,-4.2,3.5,-8.6,-0.6,-2.1,-0.2,5.8
COCCN(C(=O)CCC(=O)Nc1cccnc1)C(C(=O)NC1CCCCC1)c1ccccc1 (centres undefined),·,-1.9,-2.3,·,-2.3,6.2,·,·
Cc1ccnc2nc(C(=O)OCC(=O)Nc3ccccc3C(C)(C)C)nn12,0.7,-6.4,·,-20.5,-4.1,6.1,·,1.8
Cc1cc(C)n(C(=O)c2ccccc2[N+](=O)[O-])n1,0.4,·,-20.5,14.7,·,·,0.8,3.4
CCCCn1c(=O)[nH]c(=O)c2c1nc(COC(=O)c1c(C)noc1C)n2CCC,·,6.2,-3.5,·,1.5,-4.0,·,·

ARNT TACC3 PPI, what is marked active above.
Structure	CASP6 VEID inh	ARNT TACC3 PPI	RAD52 inh	PglD DTNB	esBAF inh	ERp5 inh
COC(=O)C1=C(C)NC2=C(C(=O)c3ccccc32)C1c1ccc(-c2ccc(C(=O)O)cc2)o1 (centres undefined)	·	65.4*	·	-7.5	6.4	·

Other structures follow:
Molecule,CASP6 VEID inh,RAD54 inh,ARNT TACC3 PPI,RAD52 inh,PglD DTNB,esBAF inh,E-sel inducer,ERp5 inh
C[C@@H]1CN([C@@H](C)CO)C(=O)c2c(c3ccccc3n2C)-c2ccccc2CO[C@H]1CN(C)S(C)(=O)=O,-5.5,3.7,-5.7,17.2,-2.9,0.3,0.0,2.6
Cc1ccc2c(c1)C(c1ccncc1)=NNC(c1ccccc1)=N2,-1.5,11.2,-6.1,-5.7,7.5,25.1,·,2.5
Cc1cc(/C=N/NC(=O)c2ccoc2C)cc(C)c1O,-1.3,-4.1,·,8.1,3.9,68.5*,·,-1.6
O=C(CN1C(=O)C2CCCCC2C1=O)NC1CCCc2ccccc21 (centres undefined),-2.6,-2.6,-6.3,-12.7,3.4,1.2,0.2,5.3
CC(=O)N1CCN(S(=O)(=O)c2cccc(C(=O)Nc3ccccc3N3CCCC3)c2)CC1,-1.1,6.2,-2.7,-29.8,3.1,-7.9,·,-1.7
COC(=O)Cn1ncc(N2C3CC(CC(C)(C)C3)C2C)c(Cl)c1=O (centres undefined),·,-4.0,44.6,·,-2.6,·,-0.1,·
C[C@H](CO)N1C[C@H](C)[C@@H](CN(C)C(=O)Nc2ccccc2)Oc2ncc(-c3ccccc3)cc2C1=O,·,10.7,13.2,·,-1.1,-0.1,2.1,·
CCCN(CCC)S(=O)(=O)c1ccc(C(=O)Nc2ccc(S(=O)(=O)Nc3nnc(CC)s3)cc2)cc1,9.0,-4.0,-0.1,-13.2,1.4,6.8,·,-1.4
COc1ccc(C)cc1NC(=O)c1ccccc1N(C)S(=O)(=O)c1ccccc1,2.1,-4.9,-3.6,-4.4,2.7,-9.6,·,0.6
CCCn1cnc2c(SCc3ccccc3F)nc(N)nc21,0.6,2.2,1.3,-44.3,-3.6,53.3*,-1.1,-5.3
O=C(Nc1cc(F)ccc1F)N1CCCCN2[C@H](CO)[C@H](c3ccc(-c4ccccc4)cc3)[C@@H]2C1,2.5,-2.5,8.1,-10.7,8.0,·,-0.2,1.6
CCOc1[nH]n(-c2ccc(Cl)cc2)c(=O)c1C=Nc1ccc(OC)cc1,·,-3.9,-6.1,·,-1.0,9.1,·,·
COc1ccccc1C(C(=O)NC1CCCCC1)N(C(=O)c1csnn1)C1CC1 (centres undefined),0.4,-2.3,-2.0,-5.7,3.5,-2.1,2.6,-0.7
CCC(C(=O)O)n1cnc2scc(-c3ccc(C)c(C)c3)c2c1=O (centres undefined),6.3,-1.0,0.5,-13.2,-8.3,-0.2,·,5.8
COC(=O)c1ccc2c(c1)NC(=O)C(N1CCCC1)S2 (centres undefined),·,-1.3,2.5,·,-0.4,1.1,·,·
COc1ccc(NC(=O)N(C)C[C@@H]2OCCCC[C@@H](C)Oc3ccc(NC(=O)Nc4cccc5ccccc45)cc3C(=O)N([C@H](C)CO)C[C@@H]2C)cc1,·,-2.8,17.7,·,1.1,-0.6,-0.2,·
C[C@H]1CN([C@@H](C)CO)C(=O)c2cc(Br)cnc2O[C@@H]1CN(C)C(=O)C1CCCCC1,-0.6,6.1,-29.2,11.6,-1.1,6.2,-0.1,-7.1
O=C(CN1C(=O)NC2(CCCCC2)C1=O)NNC(=O)C1CC1,2.4,-6.1,-2.1,-8.2,1.9,-1.4,-0.7,-11.3
COc1ccc(NC(=O)Nc2ccc3c(c2)C(=O)N([C@H](C)CO)C[C@@H](C)[C@@H](CN(C)Cc2ccncc2)OCCCC[C@@H](C)O3)cc1,-2.1,-0.6,-4.1,25.6,3.2,5.8,13.9,-0.8
O=C(O)c1cccc(NS(=O)(=O)c2ccc3c(c2)OCCCO3)c1,6.6,-8.0,0.8,-3.7,7.4,-5.3,-0.5,-7.6

Results in ARNT TACC3 PPI, esBAF inh and RAD54 inh, for two of the compounds above:
compound | ARNT TACC3 PPI | esBAF inh | RAD54 inh
COc1ccc(NC(=O)N(C)C[C@@H]2OCCCC[C@@H](C)Oc3ccc(NC(=O)Nc4cccc5ccccc45)cc3C(=O)N([C@H](C)CO)C[C@@H]2C)cc1 | 17.7 | -0.6 | -2.8
Cc1ccc2c(c1)C(c1ccncc1)=NNC(c1ccccc1)=N2 | -6.1 | 25.1 | 11.2

Compound activity as filed in PubChem.
